PPC-1+TRAIL kill: compounds killing PPC-1 cancer cells with TRAIL present (potentiator screen, no TRAIL-free arm); PPC-1 cells + TRAIL, ATPLite viability luminescence; cell killing (% activity), % at 4 µM; 220,000 tested, 0.41% active;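 active = cell killing above 50% in the first pass at 4 µM, then a duplicate retest at 5 µM averaging 50% or more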;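 also: plate controls were cells with TRAIL plus DMSO for no effect and medium-only wells lacking cells for full effect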
TNF necrop inh: TNF-alpha cell death inhibition in Jurkat FADD-/- cells. Jurkat FADD-/- TNF necroptosis rescue, ATP luminescence, 24 h; 0 = TNF only, 100 = no-TNF cells. activation (protection from cell death), % at 10 µM. 220,000 tested, 0.068% active. AID 463075;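 active = activation, meaning protection from cell death, of at least 50% relative to plate controls; inactive = activation below 50%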;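 also: necroptosis triggered by 40 ng/mL TNF-alpha added together with compound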
CHOP inhibitor: inhibitors of CHOP induction in ER stress response; CHO-K1 CHOP-promoter luciferase, tunicamycin-induced, 15-18 h; inhibition, % at 10 µM; 220,000 tested, 3.8% active;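 active = compounds that reduced the stress-induced luciferase reporter signal by more than about 70% of percent inhibition, limit read from the data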;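 also: 0% = tunicamycin plus vehicle and 100% = wells without tunicamycin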
* = called active by the depositor; & = joins results of further samples; [ ] = another dose, or the depositor's remark.

molecule	PPC-1+TRAIL kill	TNF necrop inh	CHOP inhibitor
CC[C@@H]1CC=C[C@H]2[C@H]1C(=O)N(Cc1ccccc1)[C@H]2c1ccoc1	9	-12	101*
COc1ccc(C2/C=C\CNCC(=O)N2Cc2ccc(F)cc2)cc1 (stereo unspecified)	18	2.0	5
Cc1cc2ccccc2n1CCNC(=O)COc1ccccc1	-5	-0.7	54
COc1ccc([C@@H]2C[C@H](c3ccccc3)Oc3cc(OC)c(OC)c(OC)c32)cc1	1	0.0	7
CC(=O)OCC(=O)[C@@]1(O)CC[C@H]2[C@@H]3CCC4=CC(=O)CC[C@]4(C)[C@H]3C(=O)C[C@@]21C	-6	2.8	7&-18
CC1(OC(=O)c2cccs2)C(=O)C=C2C=C3CCCN3C=C2C1=O (stereo unspecified)	8	-2.7	-3
CN1C(C(=O)NCc2cccc(Br)c2)CC2Cn3c(nc4cc(Cl)c(Cl)cc43)C21 (stereo unspecified)	22	8.9	13
CC[C@@H]1CC=C[C@H]2[C@H]1C(=O)N(Cc1ccccc1)[C@H]2c1cc(C)ccc1F	8	-6.9	54
COc1ccc(C)cc1Nc1n[n+](C)c(-c2ccc(C(=O)O)cc2)s1	24	2.1	-7
C=CCNC(=O)c1onc(CSc2ccncc2)c1C(=O)NCC=C	31	1.9	5
C=CCN1c2ccccc2[C@]23C[C@@H](C(=O)OC)N(C(=O)c4cccs4)C2=NC(C(=O)OC)=C(C(=O)OC)[C@H]13	10	-3.5	26
NC(=O)[C@H]1CC2(CC(c3cccc(NC(=O)CC(c4ccccc4)c4ccccc4)c3)=NO2)CN1C(=O)CC(c1ccccc1)c1ccccc1 (stereo partly specified)	27	-11	25
CCC1=C(OC(=O)N(CC)CC)N2C(=O)OC(=NCC3CC3)[C@]2(C)[C@H]2C1=CC[C@H]1C(=O)N(CC)C(=O)[C@H]12	-8	4.2	21
COc1ccc(-c2ccc(OC)c([C@H]3[C@H]4C=CC[C@@H](C)[C@@H]4C(=O)N3Cc3ccccc3)c2)cc1OC	9	-0.6	31
CCCCCc1cc(=O)oc2c(C(CCN3CCN(c4ccccc4)CC3)c3ccc4c(c3)OCO4)c(OC)cc(OC)c12 (stereo unspecified)	-10	3.0	-48
CN1C(C(=O)NCC2CC2)CC2Cn3c(nc4cc5ccccc5cc43)C21 (stereo unspecified)	-14	6.9	-5
C=C1CCN([C@H](C(=O)Nc2ccc(OC)cc2)C(C)C)S(=O)(=O)c2ccccc21	-13	2.1	13
COc1ccc(C2=CC3=C(Br)C(=O)C(C)(OC(=O)C4CCCC4)C(=O)C3=CO2)cc1 (stereo unspecified)	17	2.5	-21
CC(O)[C@H]1CNC(=O)C(=O)N1CCc1cc(C(F)(F)F)cc(C(F)(F)F)c1 (stereo partly specified)	15	1.9	12
O=C(NCCCCc1ccccc1)C1CC(c2ccc(C(F)(F)F)cc2)=NO1 (stereo unspecified)	-2	0.3	22
COC(=O)[C@@H]1C[C@@]2(O)[C@H](O)[C@H](O)[C@H](O)C[C@H]2N1CC1CC1	8	0.8	6
NC(=O)CC(NC(=O)Cc1ccc(Cl)cc1)c1ccc(NCc2ccccc2)c([N+](=O)[O-])c1 (stereo unspecified)	13	5.3	16
COc1ccc(C2CC(=O)Oc3c(C(CCN4CCOCC4)c4cc(OC)c(OC)c(OC)c4)c(OC)cc(OC)c32)cc1 (stereo unspecified)	5	0.1	4
Cn1cc(CC(=O)NCCCN2CCCC2=O)c2ccccc21	19	0.8	-26
Cc1cc2nc3n(c2cc1C)CC1CC(C(=O)NCc2ccco2)N(C)C31 (stereo unspecified)	6	1.5	-2
Cc1cc2c(cc(C(=O)N3CCC(C(=O)NC4CCCC4)CC3)n2Cc2c(F)cccc2Cl)o1	16	-4.6	33
COC(C[C@H](O)C[C@@H](O)COCc1ccccc1)OC	10	0.8	11
Cc1cc(-c2cc(-c3ccccc3)on2)nc(NC2CCCC2)n1	-3	2.6	-17
COC(=O)[C@@H]1[C@@H](C)N(Cc2ccccc2)C(=O)N[C@H]1c1cccc(C(F)(F)F)c1	11	-2.0	14
C#CCOCCOCCOCCNc1nc(OC)nc(N2CCN(C(=O)[C@H](CCCCN)n3cc(C(N)CO)nn3)CC2)n1 (stereo partly specified)	10	0.2	-28
COc1cc(O)c(C(CC(=O)N2CCCC(C)C2)c2ccc(N(C)C)cc2)c(OC)c1 (stereo unspecified)	-9	1.4	9
O=C(Nc1cccc(-c2csc(Nc3cccc(C(F)(F)F)c3)n2)c1)c1ccccc1	15	5.3	39
CC(C)C[C@H](NC(=O)c1[nH]cnc1C(=O)N[C@@H](C)C(=O)OC(C)(C)C)C(=O)OC(C)(C)C	-1	1.7	104*
Cc1cccc(NC(=O)c2nc[nH]c2C(=O)N[C@@H](CCCCNC(=O)OC(C)(C)C)C(=O)OC(C)(C)C)c1	10	0.4	44
CC1CCc2nn(CC(=O)Nc3c(F)cc(F)cc3Br)cc2C1 (stereo unspecified)	8	1.0	51
CC(C)(C)[C@H]1C=C(C(=O)NCc2nc3ccccc3[nH]2)O[C@@H](OCc2ccc(CO)cc2)C1	-13	1.8	13
Cc1ccc2oc(=O)c3cnn(CC(=O)N4CCc5ccccc5C4)c3c2c1	44	-0.7	-25
CC(C)NC(=O)c1ccc2c3n(nc2c1)-c1ccccc1CO3	90*[5 µM]	-12	-6
CCO[C@@H]1OC(C(=O)NC2CC2)=C[C@H](c2ccc(Br)cc2)[C@H]1CCCO	-11	0.6	1
NC(=O)[C@@H]1CC2(CC(c3cccc(NC(=O)[C@H]4CCC(=O)N4)c3)=NO2)CN1C(=O)c1ccc(Cl)cc1 (stereo partly specified)	13	1.3	-6

6 records picked at random from those above:
molecule	PPC-1+TRAIL kill	TNF necrop inh	CHOP inhibitor
CC(C)C[C@H](NC(=O)c1[nH]cnc1C(=O)N[C@@H](C)C(=O)OC(C)(C)C)C(=O)OC(C)(C)C	-1	1.7	104*
COC(C[C@H](O)C[C@@H](O)COCc1ccccc1)OC	10	0.8	11
COc1ccc(C2/C=C\CNCC(=O)N2Cc2ccc(F)cc2)cc1 (stereo unspecified)	18	2.0	5
C=CCNC(=O)c1onc(CSc2ccncc2)c1C(=O)NCC=C	31	1.9	5
CC(O)[C@H]1CNC(=O)C(=O)N1CCc1cc(C(F)(F)F)cc(C(F)(F)F)c1 (stereo partly specified)	15	1.9	12
NC(=O)CC(NC(=O)Cc1ccc(Cl)cc1)c1ccc(NCc2ccccc2)c([N+](=O)[O-])c1 (stereo unspecified)	13	5.3	16

Next section.
Values run as follows: PPC-1+TRAIL kill, TNF necrop inh, CHOP inhibitor
COc1ccc(C2/C=C\CN(CC(C)C)CC(=O)N2Cc2ccc(F)cc2)cc1 (stereo unspecified)
 : 1, 0.3, 28
CCCCCCN(C(=O)CCCCCN1C(=O)NC(c2ccc(-c3ccccc3)cc2)C(C(=O)OCc2ccccc2)=C1C)C(C(=O)NCCCC)c1ccccn1 (stereo unspecified)
 : -3, 0.8, 12
NC(=O)CC(NC(=O)Cc1ccc(Cl)cc1)c1ccc(NCCc2ccccc2F)c([N+](=O)[O-])c1 (stereo unspecified)
 : 13, 11, 19
C/C=C(\C)C(=O)N1CC2(CC(c3cccc(NC(=O)COc4ccc(Cl)cc4)c3)=NO2)C[C@@H]1C(N)=O (stereo partly specified)
 : 1, -0.1, -1
CC(C)OC(=O)c1nnc(Cc2ccc(F)cc2)o1
 : 17, 1.2, 20
NCCCCNCCCN
 : 16, 0.6, 5&-18
CC1(OC(=O)C2CCCC2)C(=O)C=C2C=C(c3ccsc3)N(Cc3ccccc3)C=C2C1=O (stereo unspecified)
 : 8, -2.0, -14
CN(C)CCNC(=O)c1onc(CSc2ccc(F)cc2)c1C(=O)NCCN(C)C
 : -22, 0.4, 0
O=C(c1ccoc1)N1CCC2(CC1)Oc1ccc(F)cc1C(=O)C21CC(c2ccccc2)=NO1 (stereo unspecified)
 : -17, 0.6, 0
CCCCCC(=O)Nc1cccc(C2=NOC3(C2)C[C@@H](C(N)=O)N(C(=O)Cc2ccc([N+](=O)[O-])cc2)C3)c1 (stereo partly specified)
 : 15, 0.4, 11
COc1cc(OC)c2ccc(=O)oc2c1C(CC(=O)N1CCCC1)c1ccc(N(C)C)cc1 (stereo unspecified)
 : 9, -0.9, 3
O=C1C2C(c3ccccc3)CC=CC2[C@H](c2ccc3ccccc3c2)N1Cc1ccccc1 (stereo partly specified)
 : -13, -5.2, 7
O=C(Nc1cccc(-c2csc(Nc3ccc(Cl)cc3)n2)c1)c1ccccc1
 : 21, 2.7, 34
CCC(=O)Nc1ccc(S(=O)(=O)N2CCc3ccccc3C2)cc1
 : 17, 1.2, -3
C#CCNC(=O)C1=C[C@@H](C2CC2)C[C@@H](OCCCCO)O1
 : -22, 1.2, 6
COc1ccc(C2/C=C\CN(C(=O)CC(C)(C)C)CC(=O)N2Cc2ccc(F)cc2)cc1 (stereo unspecified)
 : 9, 2.5, 5
CC(C)(C)OC(=O)N[C@@H](CCCCNC(=O)OCc1ccccc1)c1nnc([C@H](CCCCNC(=O)OCc2ccccc2)NC(=O)OC(C)(C)C)o1
 : 0, -0.5, 36
COC(C[C@@H]1O[C@@H]1[C@@H](O)[C@@H](C)OCc1ccccc1)OC
 : -10, 0.2, -12
CCN(CC)CCC(c1ccc(N(C)C)cc1)c1c(OC)cc(OC)c2ccc(=O)oc12 (stereo unspecified)
 : -1, 0.7, 11
CCN(CC)C(=O)CC(c1ccc2c(c1)OCO2)c1c(O)cc(OC)cc1OC (stereo unspecified)
 : 3, -0.8, 20
COc1cc2c(cc1OC)C1Cc3ccc(OC)c(OC)c3C[N+]1([O-])CC2 (stereo unspecified)
 : 4, 1.0, 8
C/C=C\C=C/C(=O)Nc1cccc(C2=NOC3(C2)C[C@H](C(N)=O)N(C(=O)Cc2ccc([N+](=O)[O-])cc2)C3)c1 (stereo partly specified)
 : 12, 2.8, -4
CCC1=C(OC(=O)N(CC)CC)N2C(=O)OC(=NCCc3c[nH]c4ccccc34)[C@]2(C)[C@H]2C1=CC[C@H]1C(=O)N(C)C(=O)[C@H]12
 : 5, 0.0, 4
COc1ccc(C2=CC3=C(Br)C(=O)C(C)(O)C(=O)C3=CO2)cc1 (stereo unspecified)
 : 5, 1.2, 95*
NC(=O)CC(NC(=O)Cc1ccc(Br)cc1)c1ccc(NCCc2ccccc2F)c([N+](=O)[O-])c1 (stereo unspecified)
 : 5, 1.6, 9
COC(C[C@@H]1O[C@@H]1[C@H](O)COCc1ccccc1)OC
 : -2, 1.8, 14
O=C1CC(c2ccc(O)c(O)c2)Oc2c1ccc(O)c2O (stereo unspecified)
 : -6, 4.2, -18
C/C=C\C=C\C(=O)Nc1cccc(C2=NOC3(C2)C[C@H](C(N)=O)N(C(=O)c2ccccc2C(=O)c2ccccc2)C3)c1 (stereo partly specified)
 : 7, 1.1, -16
CC[C@]1(O)CC2CN(CCc3c([nH]c4ccccc34)[C@@](C(=O)OC)(c3cc4c(cc3OC)N(C=O)[C@H]3[C@@](O)(C(=O)OC)[C@H](OC(C)=O)[C@]5(CC)C=CCN6CC[C@]43[C@@H]65)C2)C1 (stereo partly specified)
 : 2, -19, 7
COc1ccc(-c2c([C@H]3[C@@H]4C=CCC[C@@]4(C)C(=O)N3Cc3ccccc3)ccc3ccccc23)cc1OC
 : -16, -1.7, 44
CCCCCC(=O)Nc1cccc(C2=NOC3(C2)C[C@@H](C(N)=O)N(C(=O)c2ccc(OC)cc2)C3)c1 (stereo partly specified)
 : 10, 0.6, 1
C=CC1C(OC2OC(CO)C(O)C(O)C2O)OC=C(C(=O)OC)C1CC1CC(=O)CC(CC(=O)CCc2ccc(O)cc2)O1 (stereo unspecified)
 : -2, -0.4, 8
CCOC(=O)c1c(-c2ccccc2)c(C(C)=O)c(=O)n(C)c1C
 : -3, 0.4, 23
COc1cc(C(CC(=O)N2CCCC2)c2c(OC)cc(OC)c3c(-c4ccccc4)cc(=O)oc23)cc(OC)c1OC (stereo unspecified)
 : 20, -4.3, 5
Cc1nc(-c2ccccc2)sc1C1(C)CC(c2ccc(OC(F)(F)F)cc2)=NO1 (stereo unspecified)
 : 28, 1.2, 10
NC(=O)CC(NC(=O)c1ccc(Br)cc1)c1ccc(NCCc2ccc(F)cc2)c([N+](=O)[O-])c1 (stereo unspecified)
 : 18, 3.0, 22
O=C(C1CCC(CNc2c(N3CCCCC3)c(=O)c2=O)CC1)N1CCCCC1 (stereo unspecified)
 : -1, 0.1, 4
C[C@@H]1C[C@@H]2OC(=O)[C@]3(C)[C@H]2[C@@H](OC3(C)O)[C@]2(C)C(=O)CC[C@H]12 (stereo partly specified)
 : 8, -0.4, 17

This is a subset. The share of hits here may be higher or lower than overall.
